Screening results (PubChem)
STK33 inh: STK33 kinase inhibitors, primary screen, biochemical, luminescence, ADP-Glo, MBP substrate; Serine/threonine-protein kinase 33 (Homo sapiens), Q9BYT3; 0.44% of 27,000 active; inhibition, % at 12.5 µM; in the data active = inhibition above about 20%
Target sequence (Q9BYT3 whole entry, looked up): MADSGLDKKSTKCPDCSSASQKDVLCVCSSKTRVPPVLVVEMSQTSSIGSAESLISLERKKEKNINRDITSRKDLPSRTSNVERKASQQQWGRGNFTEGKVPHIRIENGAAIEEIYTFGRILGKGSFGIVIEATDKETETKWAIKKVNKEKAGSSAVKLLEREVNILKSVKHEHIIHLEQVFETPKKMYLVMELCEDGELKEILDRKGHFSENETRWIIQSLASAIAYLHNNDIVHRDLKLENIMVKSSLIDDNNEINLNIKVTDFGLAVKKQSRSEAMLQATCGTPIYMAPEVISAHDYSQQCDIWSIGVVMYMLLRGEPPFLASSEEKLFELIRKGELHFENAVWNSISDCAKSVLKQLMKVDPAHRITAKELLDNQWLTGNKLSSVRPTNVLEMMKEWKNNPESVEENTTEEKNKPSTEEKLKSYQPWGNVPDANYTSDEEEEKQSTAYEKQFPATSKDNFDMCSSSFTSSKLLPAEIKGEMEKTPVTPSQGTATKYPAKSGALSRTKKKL
mut p53 react: mutant p53 pathway re-activators, primary screen, cell-based, SW480, luciferase, single point, HTS. 1.5% of 28,000 active. activation, % at 9.98 µM. SW480 PUMA-promoter luciferase, p53 mutant reactivation; in the data active = activation above about 52%
The depositor's hits bear a star; x = no result given. Only part of the results is shown; count on the stated rates, not on these rows.

SMILES | STK33 inh | mut p53 react
COc1ccccc1C#Cc1ccc2c(c1)O[C@@H](CN(C)Cc1ccncc1)[C@H](C)CN([C@H](C)CO)S2(=O)=O | x | -82.0
COc1ccc(CN2CCN(Cc3cccc(OC)c3OC)CC2)c(OC)c1 | -0.1 | 5.6
C[C@H]1CN([C@@H](C)CO)C(=O)Cc2cc(NS(=O)(=O)c3cn(C)cn3)ccc2O[C@H]1CN(C)Cc1ccc(C(F)(F)F)cc1 | -2.7 | x
COc1ccc(NC(=O)CN2CCN(S(=O)(=O)c3ccc(Cl)cc3)CC2)cc1 | 5.2 | 2.0
C[C@H](CO)N1C[C@H](C)[C@@H](CN(C)C(=O)C2CCOCC2)Oc2ncc(-c3ccccc3F)cc2C1=O | x | 8.1
CC(=O)c1cccc(N(CC(=O)N2CCCC2)S(C)(=O)=O)c1 | 0.9 | -10.9
COc1cc(NC(=O)COc2ccc(Br)cc2)ccc1NC(=O)c1ccco1 | 5.7 | -13.6
C[C@H]1CN([C@@H](C)CO)C(=O)c2cc(C#Cc3cccc(F)c3)cnc2O[C@H]1CN(C)C(=O)C1CCCCC1 | x | -17.4
COc1cccc(-c2cnc3c(c2)C(=O)N([C@H](C)CO)C[C@H](C)[C@H](CN(C)Cc2ccc(F)cc2)O3)c1 | x | -0.7
C[C@H](CO)N1C[C@H](C)[C@@H](CN(C)Cc2ccc3c(c2)OCO3)Oc2c(NC(=O)c3ccncc3)cccc2C1=O | x | 1.7
Cc1cc(I)ccc1Nc1c(C(=O)NOCC2CC2)cc(F)c(F)c1F | x | -92.5
CCCC#Cc1cnc2c(c1)C(=O)N([C@H](C)CO)C[C@H](C)[C@H](CN(C)C(=O)NCCC)O2 | x | 6.2
C[C@@H]1CCCCO[C@H](CN(C)C)[C@H](C)CN([C@@H](C)CO)C(=O)c2cc(NC(=O)Nc3ccc(C(F)(F)F)cc3)ccc2O1 | x | -30.4
CCCN1C(=O)C(O)(CC(=O)c2ccc(OC)c([N+](=O)[O-])c2)c2ccccc21 (centres undefined) | -0.8 | -8.6
CS(=O)(=O)N(CC(=O)Nc1cc(Cl)ccc1Oc1ccccc1)c1ccccc1F | -1.6 | -5.9
COc1ccc(S(=O)(=O)Nc2ccc3c(c2)C(=O)N([C@@H](C)CO)C[C@H](C)[C@H](CN(C)Cc2ccc(Oc4ccccc4)cc2)O3)cc1 | 11.3 | x
CC(=O)c1cccc(-n2c(CCC(=O)O)ccc2-c2ccc(C)cc2)c1 | -5.9 | 10.7
C[C@H]1CN([C@@H](C)CO)C(=O)CCCn2cc(nn2)CO[C@@H]1CN(C)C(=O)CCCN(C)C | -1.0 | 12.1
C[C@H](CO)N1C[C@H](C)[C@H](CN(C)S(=O)(=O)c2ccccc2F)OCc2cnnn2CCCC1=O | -2.1 | x
CCN(CC(=O)Nc1cc(Cl)ccc1OC)S(=O)(=O)c1ccc(C)cc1 | -0.8 | 1.7
Cc1ccc(-c2nc(SCC(=O)Nc3cc(C)c(C)cc3Br)n[nH]2)cc1 | 0.6 | 4.2
CCN(CC)C(=O)Nc1ccc(OC)cc1 | 0.0 | x
CN(C)c1nc(N)nc(CSc2nnnn2-c2ccc(F)cc2)n1 | -0.8 | -2.4
O=C(CSc1n[nH]c(-c2ccc(Cl)cc2Cl)n1)Nc1ccc(I)cc1 | 1.4 | -1.2
CCOC(=O)c1ccc(NC(=O)Cn2nc(C)c([N+](=O)[O-])c2C)cc1 | -2.7 | 2.7
SMILES | STK33 inh | mut p53 react
COc1ccc(CN(C)C[C@H]2Oc3c(NC(=O)c4cc(C)nn4C)cccc3C(=O)N([C@@H](C)CO)C[C@@H]2C)cc1 | x | -0.3
COC(=O)Cn1nnc(-c2nnn(COC(C)=O)c2-c2ccccc2)c1-c1ccccc1 | x | -8.3
COc1ccccc1-c1cnc2c(c1)C(=O)N([C@H](C)CO)C[C@H](C)[C@@H](CN(C)Cc1ccc(C(=O)O)cc1)O2 | x | -2.1
CN(C)c1ccc2c(c1)[C@H]1C[C@H](CC(=O)O)O[C@H](CO)[C@H]1O2 | x | 6.3
O=C(Cn1c(=O)oc2ccccc21)Nc1ccc2c(c1)oc1ccccc12 | 0.0 | 34.6
C[C@H](CO)N1C[C@H](C)[C@H](CN(C)Cc2ccc(Oc3ccccc3)cc2)Oc2ccc(NC(=O)C3CCCCC3)cc2CC1=O | 5.8 | x
C[C@@H]1CN([C@@H](C)CO)C(=O)c2cc(NS(=O)(=O)c3ccccc3)ccc2O[C@@H](C)CCCCO[C@H]1CN(C)C(=O)CCCN(C)C | x | -3.3
C[C@H](O)C#Cc1cnc2c(c1)C(=O)N([C@H](C)CO)C[C@@H](C)[C@H](CN(C)C(=O)CN1CCOCC1)O2 | x | 3.8
CCn1c(SCC(=O)Nc2sc3c(c2C#N)CCCC3)nnc1-c1ccco1 | -2.1 | -0.4
C[C@H]1CN([C@@H](C)CO)S(=O)(=O)c2ccc(C#CC3(O)CCCC3)cc2O[C@@H]1CN(C)CC1CC1 | x | -14.3
CCS(=O)(=O)n1nc(-c2ccccc2)nc1NCc1ccco1 | 0.8 | 21.2
O=C(O)c1cccc2cccc(SC(C(=O)O)c3ccccc3)c12 (centres undefined) | -1.2 | -2.2
COC(=O)c1ccc(NC(=O)CSc2nnnn2C2CC3CCC2C3)cc1 (centres undefined) | -4.5 | -3.0
CNC[C@H]1OCCCC[C@H](C)Oc2ccc(NS(=O)(=O)c3c(C)noc3C)cc2C(=O)N([C@H](C)CO)C[C@H]1C | x | 0.8
COc1ccccc1NC(=O)c1ccccc1S(=O)(=O)c1ccccc1[N+](=O)[O-] | -5.6 | -11.3
C[C@H]1CN([C@@H](C)CO)C(=O)c2cc(NC(=O)NC3CCCCC3)ccc2O[C@@H]1CN(C)S(=O)(=O)c1cn(C)cn1 | -0.6 | -6.8
Cc1ccc(S(=O)(=O)N(C)C[C@@H]2Oc3ccc(NC(=O)Cn4cnnn4)cc3C(=O)N([C@@H](C)CO)C[C@H]2C)cc1 | -0.4 | x
Cc1ccc(S(=O)(=O)Nc2ccc3c(c2)CC(=O)N([C@@H](C)CO)C[C@H](C)[C@H](CN(C)S(=O)(=O)c2ccc(F)cc2)O3)cc1 | -1.6 | x
C[C@H]1CN([C@@H](C)CO)C(=O)Cc2cc(NC(=O)Cc3cn(C)c4ccccc34)ccc2O[C@H]1CN(C)C(=O)NC1CCCCC1 | x | -7.3
C[C@H](CO)N1C[C@H](C)[C@H](CN(C)C(=O)Nc2ccc(N3CCN(C)CC3)cc2)OCc2cnnn2CCCC1=O | x | -0.2
COc1ccc(S(=O)(=O)Nc2ccc3c(c2)[C@@H]2C[C@@H](CC(=O)N(C)C)O[C@@H](CO)[C@@H]2O3)cc1 | x | 6.2
Clc1ccc(-c2nnc(SCC3CC3)o2)cc1 | 1.1 | x
COc1c2ccoc2nc2c(OC)c(OCC(O)C(C)(C)O)ccc12 (centres undefined) | -29.3 | x
CCCCC(CC)C(=O)Nc1cc(OC)ccc1OC (centres undefined) | x | -18.1
CNC(=S)NCc1sc2ccccc2c1C | x | 12.4
SMILES | STK33 inh | mut p53 react
O=C(O)c1cccc(CSc2n[nH]c(-c3ccc(Cl)cc3)n2)c1 | 1.3 | -20.3
CC(=O)OCC1=C[C@H](O)[C@@H]2C(C(=O)O)=CO[C@@H](O[C@@H]3O[C@H](CO)[C@@H](O)[C@H](O)[C@H]3O)[C@H]12 | -4.4 | 3.4
COC(=O)[C@H](Cc1ccc(O)cc1)NC(=O)c1cccc(Cl)c1 | -1.7 | x
C[C@@H]1CN([C@H](C)CO)C(=O)Cc2cc(NC(=O)Cc3cn(C)c4ccccc34)ccc2O[C@H]1CN(C)Cc1ccncc1 | x | -5.7
O=S1(=O)N=C(N(Cc2ccccc2O)c2ccc(Cl)cc2)c2ccccc21 | -5.9 | 9.3
COc1ccc2nc(Nc3nc(C)c(CCC(C)C)c(=O)[nH]3)nc(C)c2c1 | -0.5 | 29.7
C[C@H](CO)N1C[C@H](C)[C@@H](CN(C)C)OCCCC[C@H](C)Oc2ccc(NC(=O)Nc3ccc4c(c3)OCO4)cc2C1=O | x | 2.5
CC(=O)NC(c1cccc([N+](=O)[O-])c1)c1c(O)ccc2ccccc12 (centres undefined) | 1.4 | -13.9
C[C@@H]1CCCCO[C@H](CN(C)Cc2ccc(C(=O)O)cc2)[C@@H](C)CN([C@H](C)CO)C(=O)c2cc(NS(=O)(=O)c3ccccc3)ccc2O1 | 5.7 | x
CCn1c(SCc2nc3ccccc3[nH]2)nnc1-c1cccc(Cl)c1 | -0.6 | 13.3
C[C@H]1CN([C@@H](C)CO)C(=O)CCCn2cc(nn2)CO[C@H]1CN(C)C(=O)C1CCCCC1 | -2.8 | x
Cc1nc(SCC(N)=O)c(C(N)=O)c(C)c1C | -0.4 | 5.6
C[C@@H]1C[C@@H]2O[C@H]2/C=C/C=C\C(=O)Cc2c(Cl)c(O)cc(O)c2C(=O)O1 | -2.6 | x
Cc1ccc(NC(=O)c2ccco2)c(NC(=O)COc2ccccc2Cl)c1 | -3.7 | 9.5
C[C@@H]1CN([C@H](C)CO)C(=O)c2cccc(NC(=O)Nc3ccc4c(c3)OCO4)c2O[C@H]1CN(C)Cc1ccc(Oc2ccccc2)cc1 | x | 15.1
CC(C)=CCC[C@](C)(O[C@@H]1O[C@H](CO[C@@H]2O[C@@H](CO)[C@H](O)[C@H]2O)[C@@H](O)[C@H](O)[C@H]1O)[C@H]1CC[C@]2(C)C1[C@H](O)CC1[C@@]3(C)CC[C@H](O[C@@H]4O[C@H](CO)[C@@H](O)[C@H](O)[C@H]4O[C@@H]4O[C@H](CO)[C@@H](O)[C@H](O)[C@H]4O)C(C)(C)C3CC[C@]12C (some centres undefined) | -10.5 | 9.1
Cc1noc(C)c1NC(=O)Nc1ccc2c(c1)CC(=O)N([C@@H](C)CO)C[C@@H](C)[C@H](CN(C)C(=O)Nc1cccc3ccccc13)O2 | x | 1.5
CC(=O)OCC(=O)[C@@]1(O)CCC2C3CCC4=CC(=O)CC[C@]4(C)[C@@]3(F)[C@@H](O)C[C@@]21C (some centres undefined) | -5.6 | x
COc1ccccc1CN=c1c([N+](=O)[O-])nn(-c2ccccc2)n1O | -0.4 | 15.8
C[C@H](CO)N1C[C@H](C)[C@H](CN(C)S(C)(=O)=O)Oc2ccc(NC(=O)C3CCCCC3)cc2CC1=O | -3.1 | x
CCCNC(=O)N(C)C[C@@H]1Oc2ncc(C#Cc3ccccc3F)cc2C(=O)N([C@@H](C)CO)C[C@H]1C | x | 3.1
CNC[C@@H]1Oc2ccc(NC(=O)Nc3cccc4ccccc34)cc2CC(=O)N([C@H](C)CO)C[C@H]1C | x | -9.8
NC(=O)N/N=C/c1ccc(Oc2ccc(F)cc2)cc1 | x | 6.7
N#Cc1cc2c(nc1SCC(=O)Nc1ccccc1OC(F)(F)F)CCCC2 | 3.9 | 27.6
Cc1noc(C)c1S(=O)(=O)Nc1ccc2c(c1)C(=O)N([C@H](C)CO)C[C@H](C)[C@@H](CN(C)Cc1ccc(-c3ccccc3)cc1)O2 | -1.5 | x
SMILES | STK33 inh | mut p53 react
CCc1cccc(C)c1NC(=O)CSc1nc2ccccc2c(=O)n1-c1ccc(C)cc1 | 2.9 | -11.8
Cc1onc(-c2c(F)cccc2Cl)c1C(=O)NCCCN1CCOCC1 | 1.3 | 14.8
CCCN(C)C[C@@H]1Oc2ncc(/C=C/c3ccccc3)cc2C(=O)N([C@H](C)CO)C[C@@H]1C | x | 4.0
CS(=O)(=O)N(CC(=O)Nc1ccc(Oc2ccccc2)cc1)c1cc(Cl)c(Cl)cc1Cl | 2.0 | -10.8
COc1ccccc1C#Cc1cnc2c(c1)C(=O)N([C@H](C)CO)C[C@@H](C)[C@H](CN(C)C(=O)c1ccc3c(c1)OCO3)O2 | x | 3.2
CCn1nnc(NC(=O)COc2ccc(Cl)cc2C)n1 | -4.6 | 35.2
[N-]=[N+]=NCc1ccccc1C[C@]1(C(=O)N2CCCCC2)N=C(c2ccc(OCCCO)cc2)O[C@H]1c1ccccc1 | -0.1 | x
Cc1ccc(-c2cc(C)nc(SCC(=O)Nc3ccc(C)c(C)c3)n2)cc1 | -0.7 | 11.8
Cc1ccc(NC(=O)CSc2nnc(-c3ccccc3)n2-c2ccccc2)cc1Cl | 7.8 | -8.6

In the list so far, these have an aryl thioether with sulfur outside any ring.
SMILES | STK33 inh | mut p53 react
Cc1ccc(-c2nc(SCC(=O)Nc3cc(C)c(C)cc3Br)n[nH]2)cc1 | 0.6 | 4.2
CN(C)c1nc(N)nc(CSc2nnnn2-c2ccc(F)cc2)n1 | -0.8 | -2.4
O=C(CSc1n[nH]c(-c2ccc(Cl)cc2Cl)n1)Nc1ccc(I)cc1 | 1.4 | -1.2
CCn1c(SCC(=O)Nc2sc3c(c2C#N)CCCC3)nnc1-c1ccco1 | -2.1 | -0.4
O=C(O)c1cccc2cccc(SC(C(=O)O)c3ccccc3)c12 (centres undefined) | -1.2 | -2.2
COC(=O)c1ccc(NC(=O)CSc2nnnn2C2CC3CCC2C3)cc1 (centres undefined) | -4.5 | -3.0
Clc1ccc(-c2nnc(SCC3CC3)o2)cc1 | 1.1 | x
O=C(O)c1cccc(CSc2n[nH]c(-c3ccc(Cl)cc3)n2)c1 | 1.3 | -20.3
CCn1c(SCc2nc3ccccc3[nH]2)nnc1-c1cccc(Cl)c1 | -0.6 | 13.3
Cc1nc(SCC(N)=O)c(C(N)=O)c(C)c1C | -0.4 | 5.6
N#Cc1cc2c(nc1SCC(=O)Nc1ccccc1OC(F)(F)F)CCCC2 | 3.9 | 27.6
CCc1cccc(C)c1NC(=O)CSc1nc2ccccc2c(=O)n1-c1ccc(C)cc1 | 2.9 | -11.8
Cc1ccc(-c2cc(C)nc(SCC(=O)Nc3ccc(C)c(C)c3)n2)cc1 | -0.7 | 11.8
Cc1ccc(NC(=O)CSc2nnc(-c3ccccc3)n2-c2ccccc2)cc1Cl | 7.8 | -8.6
